Shn3 inh set2: reduces Shn3 3'UTR luciferase signal in osteoblasts | Clone20 osteoblast Shn3 3'UTR firefly luciferase, 24 h | inhibition, % at 12.5 µM | 360,000 tested, 0.52% active;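 active means mean inhibition of at least 75% with every replicate also reaching 75%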;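 further: 0% = median of neutral control wells and 100% = pilot-screen positive control compound; some compounds past the cut are filed as inactive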
NR2E3 ag-1: agonists of human NR2E3 nuclear receptor; CHO-S Gal4-NCOR/VP16-NR2E3 two-hybrid, luciferase; inhibition of corepressor binding, % at 3.98 µM; 360,000 tested, 0.35% active; AID 602229;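 active means inhibition above the mean of all tested compounds plus 3 SD, cut at about 70% in these data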;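 further: 0% = DMSO with NR2E3 transfected cells and 100% = cells lacking NR2E3 construct; higher means lower luciferase signal from less NR2E3 corepressor binding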
Target sequence (Q9Y5X4 whole entry, looked up, the tested form may be a part): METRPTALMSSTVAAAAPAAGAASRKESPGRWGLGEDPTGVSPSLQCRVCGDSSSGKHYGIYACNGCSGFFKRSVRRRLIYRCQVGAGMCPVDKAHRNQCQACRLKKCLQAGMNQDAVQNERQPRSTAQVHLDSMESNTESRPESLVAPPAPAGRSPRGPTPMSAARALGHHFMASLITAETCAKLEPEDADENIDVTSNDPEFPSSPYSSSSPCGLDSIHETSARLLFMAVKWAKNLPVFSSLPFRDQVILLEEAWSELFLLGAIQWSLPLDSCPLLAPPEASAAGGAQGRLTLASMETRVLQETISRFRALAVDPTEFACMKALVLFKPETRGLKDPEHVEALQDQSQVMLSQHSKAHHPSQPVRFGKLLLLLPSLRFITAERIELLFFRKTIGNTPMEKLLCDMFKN
hiPSC survival: hiPSC single-cell survival enhancement; ATPlite luminescence; 100% = ROCK inhibitor wells, 0% = DMSO; survival enhancement, % at 20 µM; 360,000 tested, 0.044% active; in the data active means survival enhancement above about 18%;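 further: cells exposed to compounds for 16 hours before the ATP read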
Peg3 prom inh: Peg3 promoter activity inhibition. 360,000 tested, 1.7% active. inhibition, % at 20 µM. HeLa PEG-Prom luciferase reporter, luminescence, overnight. AID 588405;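 active means inhibition of at least 50% at 20 µM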
aDG glyco up: alpha-DG glycosylation activation. Pro5-aDG cells, alpha-DG glycosylation AlphaScreen (IIH6); 0% Pro5, 100% B10-LARGE cell signal. activation, % at 10 µM. 360,000 tested, 0.22% active;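 active means activation of at least 8% versus controls, or a plate z-score of at least 8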;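 further: Pro5 are CHO cells carrying HIG-tagged alpha-DG that lacks glycosylation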
NR2E3 ag-2: NR2E3 (human) agonism; 320,000 tested, 0.12% active; inhibition of corepressor binding, % at 4.78 µM; GST-NR2E3/biotin-RetCOR TR-FRET, 1536-well; AID 2300;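 active means percent inhibition above the cutoff of mean plus 3 SD of all tested compounds, set per screening campaign, cut at about 20% in these data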;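 further: 0% = DMSO wells and 100% = biotin wells as full block of FRET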
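Material – GST-tagged NR2E3 plus biotinylated RetCOR corepressor · Quantity – NR2E3 fusion 1.35 nM · Times – 5 h incubation at 4 °C · Medium – pH 7.5 Tris-based buffer · Technique – TR-FRET, Eu(K)-anti-GST donor, streptavidin-D2 acceptor, ex 340, em 617/671 nm · Benchmarks – high control biotin, low control 0.6% DMSO · Format – 1536-well plates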
CF NFkB block: blocks PAF-induced NF-kB reporter in cystic fibrosis cells; KKLEB NF-kB-GFP reporter, GFP fluorescence overnight; inhibition, % at 5 µM; 360,000 tested, 0.86% active;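 active means at least 50% inhibition at 5 µM, scaled per plate between neutral and stimulator controls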;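 further: PAF is a Pseudomonas aeruginosa culture filtrate used as stimulus; plate controls were PAF-stimulated DMSO wells for no effect and unstimulated DMSO wells for full effect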
TRPM1 prom inh: MITF TRPM1 promoter inhibition in SK-MEL-5 cells | SK-MEL-5 TRPM1 promoter luciferase, 24 h | inhibition, % at 12.5 µM | 330,000 tested, 0.83% active;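 active means mean inhibition across replicates of 60% or more, whatever share of single replicates reaches that level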; further: values of inactives mirror those of a sister screen read the other way
TWEAK Fn14 block: blocks TWEAK-Fn14 interaction in a reporter cell assay; TWEAK-stimulated Fn14 reporter cells, luciferase luminescence, 8 h; inhibition, % at 10 µM; 360,000 tested, 2% active; AID 1159606; in the data active means inhibition above about 50%
KKLEB tox: CF airway cell cytotoxicity counter-screen; KKLEB CF airway cells viability, ATPlite luminescence, overnight; hits give low values; cells stimulated with P. aeruginosa culture filtrate; activity change (cytotoxicity), % at 5 µM; 360,000 tested, 0.36% active; AID 602141;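 active means corrected activity change at or below -50% at 5 µM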
HIF-2a inh: inhibitors of HIF-2a. 360,000 tested, 0.72% active. 786-0 RCC cells HIF-2a reporter, luciferase luminescence, overnight. inhibition, % at 18.8 µM;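 active means inhibition of the luminescence signal of 40% or more relative to plate controls, in a single-dose primary screen at 18.75 µM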
The depositor's hits bear a star; nt = no result given; & = joins results of further samples; ! = repeats disagree.

SMILES	Shn3 inh set2	NR2E3 ag-1	hiPSC survival	Peg3 prom inh	aDG glyco up	NR2E3 ag-2	CF NFkB block	TRPM1 prom inh	TWEAK Fn14 block	KKLEB tox	HIF-2a inh
Cc1cc(C)c(C(=O)OCC(=O)NC(=O)c2ccccc2)c(C)c1	2	-3	0.0	12	0.1	-1	-3	6	-31	-4	9
O=C(CN1C(=O)/C(=C\c2ccccc2F)SC1=S)Nc1nc2ccccc2s1	-30	7	1.6	-13	-0.1	0	11	8	30	-1	-38
CC1(C)CC(=O)C=C(Nc2ccc(F)cc2)C1	6	-17	-0.6	14	0.4	0	16	2	-18	-5	-10
O=C(Nc1ccc2c(c1)OCO2)c1c[nH]c(=O)n(-c2ccc(F)cc2)c1=O	-4	-14	-0.6	-81	-0.4	6	-10	-18	8	6	-83
COc1ccc(SC[C@H](CC(C)C)N2CCN(CCc3ccccc3)CCC2=O)cc1	58	-76	-1.1	-105	0.7	2	12	-20	-14	6	-173
CN(Cc1ccccc1)C(=O)COc1ccccc1Cl	-8	-32	-0.1	-37	0.0	0	2	-13	-13	1	-61
CC(=O)NC1(c2ccccc2)CCN(CC(=O)N2CCC(C)CC2)CC1	-30	9	0.4	-10	0.5	2	-13	3	8	6	20
COc1ccc(OC)c(/C=N/NC(=O)c2c(C)nc3ccc(C)cn23)c1	-10	3	0.7	6	-0.2	3	18	2	10	1	20
CCc1ncc(CN2CCCC(C(=O)Nc3ccc(-c4cscn4)cc3)C2)cn1 (centres undefined)	-2	-16	0.1	2	-0.2	2	8	9	0	4	-3
CCC(CO)Oc1cc(NC(=O)c2ccccc2N)c2ncn(C(C)C)c2c1 (centres undefined)	-9	-9	2.0	-11	-0.4	nt	9	nt	9	5	-45
Cc1ccc(NC(=O)CCNC(=O)c2ccc(Cl)cc2)cc1F	-31	12	0.2	-6	0.0	-2	-13	-1	-8	7	-15
CCc1nc(NCc2cccnc2)c2oc3ccccc3c2n1	14	17	-3.9	1	1.2	-1	-3	7	4	16	-7
CC12CCC(C(=O)Nc3ccccc3)(C(Br)C1=O)C2(C)C (centres undefined)	6	-10	5.3	-16	-0.3	2	5	6	-1	-3	29
Cc1ccc(C(=O)Nc2cccc(C(F)(F)F)c2)cc1NC(=O)c1nccnc1N	-10&-3	-32&-18	2.0&2.7	10&-4	-0.1&-0.1	-1	59*!	-2	-85&-71	-44&-2	12&16
O=C(c1ccc(Cl)c(S(=O)(=O)N2CCCC2)c1)N1CCCCC1	-8	6	0.0	14	-0.1	1	-16	8	9	4	2
COC(=O)/C(=C1/Oc2ccc(C(C)(C)C)cc2S1)C(F)(F)F	-61	-17	1.1	-247	-0.1	1	-12	-77	18	4	-123
CC1(C(=O)O)CCCN1C(=O)c1cccc2ccccc12 (centres undefined)	-19	-38	-3.3	0	-0.3	nt	8	nt	0	-1	6
Cc1cccc(N2CCN(C(=O)COc3cc(=O)n(C)c4ccccc34)CC2)c1C	-17	12	-1.9	11	0.5	0	-3	-10	13	-6	8
CCN(CC)CCN(Cc1cc2ccc(C)cc2[nH]c1=O)C(=S)Nc1ccccc1C(=O)OC	3	-21	-1.1	0	1.4	4	-2	-13	5	1	-73
COc1ccccc1CNC(=O)CCC(=O)N1Cc2cccc(OC)c2Oc2ncccc21	-12	-3	0.6	8	0.3	4	3	1	-5	0	13
COc1ccc(CCNC(=O)C(C)OC(=O)c2nsc(Cl)c2Cl)cc1OC (centres undefined)	-4	-10	-0.4	2	0.1	3	8	2	-6	2	15
N/C(=N\OC(=O)Cc1ccc(-c2ccccc2)cc1)c1ccncc1	1	-9	-0.6	7	-0.2	2	-11	-3	-6	13	8
O=C1CC2(CCCCC2)Oc2ccccc21	-3	3	4.4	-9	0.0	1	11	-8	6	5	6
CCOc1ccccc1C(=O)OCC(=O)Nc1nnc(-c2ccccc2)o1	-19	-28	-0.2	0	-0.2	3	-2	24	-6	6	14
CN(C)C=NCCn1c(N2CCOCC2)nc2c1c(=O)n(C)c(=O)n2C	1	-44	-2.3	5	-0.3	3	8	-6	4	-4	6
CCn1c(CSCc2ccc(C)cc2)nnc1SCC(=O)N1CCN(c2ccccc2)CC1	27	-4	-1.6	15	0.5	0	6	12	12	2	-5
CCCn1c(-c2cccnc2Cl)nc2cc(Cl)c(Cl)cc21	1	-8	-1.9	13	0.2	2	-5	10	-9	9	23
NC(=O)C1CCN(C(=O)c2ccc(-c3ccccc3)cc2)CC1	7	-27	-3.8	5	0.2	-1	10	-7	-10	1	1
CC(CN1CCCCC1)OC(=O)CCc1ccccc1 (centres undefined)	4	-27	0.4	-1	0.9	-3	-4	-15	13	-6	5
Cc1ccc(S(=O)(=O)Nc2c(NC3CCCCC3)c3ccccc3oc2=O)cc1C	-7	-17	-0.4	15	0.0	-2	24	-5	-1	5	8
COc1ccccc1-n1c(SCC(=O)NC2CCS(=O)(=O)C2)nc2ccccc2c1=O (centres undefined)	16	-7	-0.5	14	-0.1	-3	-19	-7	5	9	12
Cc1ccc(NC(=O)CN2C(=O)c3ccccc3S2(=O)=O)c(C)c1	3	-8	-0.4	-62	-0.1	-1	-6	15	6	0	4
CCOC(=O)c1nc(C)n(-c2ccc(Cl)cc2)n1	-22	-8	-2.2	-20	0.0	-3	4	-12	-1	-5	-57
CCOc1ccc(N(CC(=O)Nc2cccc(Cl)c2)S(=O)(=O)c2c(C)noc2C)cc1	80	-9	-1.0	41	0.2	6	10	3	11	-4	18
COc1ccc(C(=O)OCC(=O)Nc2ccc3c(c2)OCO3)cc1S(=O)(=O)N1CCOCC1	7	-32	0.8	-3	-0.2	nt	7	-1	-2	8	1
CCOC(=O)C1(CCOC)CCCCC1=O (centres undefined)	-10	10	2.9	14	0.0	nt	-3	nt	8	-10	9
Nc1cccc(CN2CCCC2)c1	-3	13	-0.6	9	-0.1	-3	-5	17	-3	-8	12
CCOc1ccc(NC(=O)CC2C(=O)N(c3ccccc3)C(=O)N2CCOC)cc1 (centres undefined)	0	-6	-0.6	4	-0.1	-1	-18	nt	18	21	4
COc1cccc(CNC(=O)c2nnn(CC(=O)Nc3cc(Cl)ccc3C)c2N)c1	9	8	0.1	19	0.2	6	22	6	-14	-23	16
COc1ccc(S(=O)(=O)Nc2cc3c4c(c2)CCC(=O)N4CCC3)cc1	11	40	0.5	-35	0.5	-4	-32	-2	-21	6	-11

An excerpt of these results, with two lines to a compound:
The line under a structure holds: Shn3 inh set2 | NR2E3 ag-1 | hiPSC survival | Peg3 prom inh | aDG glyco up | NR2E3 ag-2 | CF NFkB block | TRPM1 prom inh | TWEAK Fn14 block | KKLEB tox | HIF-2a inh
CCOC(=O)C1(CCOC)CCCCC1=O (centres undefined)
  -10 | 10 | 2.9 | 14 | 0.0 | nt | -3 | nt | 8 | -10 | 9
Nc1cccc(CN2CCCC2)c1
  -3 | 13 | -0.6 | 9 | -0.1 | -3 | -5 | 17 | -3 | -8 | 12
CCOc1ccc(NC(=O)CC2C(=O)N(c3ccccc3)C(=O)N2CCOC)cc1 (centres undefined)
  0 | -6 | -0.6 | 4 | -0.1 | -1 | -18 | nt | 18 | 21 | 4

Remaining list, next part:
SMILES	Shn3 inh set2	NR2E3 ag-1	hiPSC survival	Peg3 prom inh	aDG glyco up	NR2E3 ag-2	CF NFkB block	TRPM1 prom inh	TWEAK Fn14 block	KKLEB tox	HIF-2a inh
Cc1ccccc1Nc1nnc(SCC(=O)NCc2ccco2)s1	-14	4	2.0	12	0.4	-2	9	-13	18	2	0
CC1(C)Cc2ccccc2-c2nc3n(c(=O)c21)CCCS3	17	-6	0.9	9	-0.3	1	6	-1	-15	10	8
Cc1nn(Cc2ccc(F)cc2)c(C)c1NC(=O)c1cnn2c1NC(c1cccs1)CC2C(F)(F)F (centres undefined)	2	-10	-0.4	35	-0.3	-1	5	8	-17	-14	6
CCN1C(=O)C(CC(=O)Nc2ccc(OC)cc2)N(Cc2ccc3c(c2)OCO3)C1=S (centres undefined)	6	-13	-0.1	21	0.1	0	5	-2	-11	-4	11
Cn1c(CCNC(=O)c2ccco2)nc2cc(NC(=O)NC3CCCCC3)ccc21	-23	-18	6.5	-112	0.0	1	15	-35	-28	0	-82
COCCNC(=O)c1cc(-c2ccccc2)nn1CC1CC(c2cccc([N+](=O)[O-])c2)=NO1 (centres undefined)	-6	-39	0.8	6	-0.1	-2	21	3	5	-22	5
Cc1cc(C)cc(OCC(=O)N/N=C/c2ccc([N+](=O)[O-])o2)c1	10	-8	-2.8	1	6.7	3	-9	66*	-11	10	-12
COc1ccc(CCN(CC(=O)NC2CCCC2)C(=O)Cn2nnc(-c3ccc(C)o3)n2)cc1OC	-2	-10	0.4	6	-0.5	1	-4	15	0	3	23
N#CCCn1c(=S)[nH]c2ccccc21	5	-7	-1.1	1	0.5	1	7	6	7	3	2
COCCNc1cc(C)c(C#N)c2nc3ccccc3n12	7	-3	4.5	21	0.1	-6	-29	-3	4	-16	14
CCN(CC)CCNCC(O)(c1ccc(Cl)cc1)c1ccc(Cl)cc1	-1	-4	-1.1	-1	0.1	0	-2	4	4	-6	-1
COc1ccc(-c2cc3c(=O)n(CC(=O)Nc4ccc(Cl)cc4)ncn3n2)cc1	-8	-57	-0.4	-12	-0.2	-5	3	-17	-15	0	-8
CCOC(=O)c1cc(NC(=O)N(CC)CC)c(C)nc1C	11	13	-1.5	6	-0.1	1	0	0	8	-10	18
O=c1nc2ccc(Cl)cn2c2ccc(S(=O)(=O)N3CCOCC3)cc12	-6	-21	0.4	16	-0.2	0	-17	-2	17	3	10
CCOC(=O)/C(C#N)=C/c1cc2ccccc2nc1N1CCCCC1	11	9	-2.6	-7	0.1	9	13	4	2	-8	-11
COCCOC(=O)c1c(C)oc2ccc(NS(=O)(=O)c3ccccc3)cc12	1	-3	0.3	20	0.2	1	2	-4	10	5	-12
C=C(C)c1cccc(C(C)(C)NC(=O)NC2CC(C)(C)NC(C)(C)C2)c1	-14	9	-1.9	4	0.2	4	-21	-5	-13	4	6
CCOC(=O)/C(C#N)=C/c1c(Oc2cccc(C)c2)nc2ccccn2c1=O	-7	1	0.6	9	0.0	1	-4	17	-9	-8	5
CC(C)(C)c1ccc(Nc2n[nH]c3ccccc23)cc1	-12	-83	-2.1	-262	-0.4	nt	20	nt	53*	-38	-149
COC(=O)c1ccc(/C=C/C(=O)OCC(=O)Nc2ncc(Cl)cc2Cl)cc1	-8	-1	0.3	-7	0.4	4	24	13	1	2	-1
CC1Cc2c([nH]c3ccccc23)C2c3ccccc3CN12 (centres undefined)	26	-22	0.1	0	0.2	-1	-22	16	23	-11	1
CCOC(=O)N1CCN(C(=O)CSc2nc(=O)n3ccc(C)cc3n2)CC1	-13	-3	-0.3	-19	-0.1	-3	1	15	14	-5	3
COc1ccc(NC(=S)N2c3ccccc3CC2C)cc1OC (centres undefined)	14	-18	-1.2	-3	0.2	0	-19	0	2	27	-4

Hits appear at their usual frequency; about 4.4% have a hit in one of these screens.
